p53 reactivator – restores transcriptional activity of mutant p53; Potency, µM (doses to about 92.2 µM), for inactives: top-dose activity change, positive = activation, usual class: activators; H1299 p53-A138V BP100-luciferase reporter, luminescence, 24 h; 320,000 compounds, 0.063% hits; AID 504706; further: % of control where 0% means no effect; nearly all actives have a fitted effect of over 45% in size
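p53-null H1299 cells stably carrying temperature-sensitive p53-A138V and a BP100-luciferase reporter were pinned with compounds (4-point, 1:5 series) and held 24 hrs at 37 deg C. Luminescence was read 10 min after detection reagent.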
FLuc counter – firefly luciferase modulation, counter-screen for miR-21 project; purified FLuc, Km substrates, luminescence inhibition; Potency, µM (doses to about 57.5 µM), for the others: at the top dose activity change, negative = inhibition, hits mostly inhibitors; AID 588342; 360,000 compounds, 6.9% hits; P08659;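 further: plate controls were vehicle for no effect and reference inhibitor for full effect; nearly all actives have a fitted effect of over 55% in size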
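Purified P. pyralis luciferase (10nM final) with 10uM D-luciferin and 10uM ATP (Km levels) in 50mM Tris acetate pH 7.5, 10mM Mg acetate, 0.01% Tween-20, 0.05% BSA; qHTS 6-point titration, ~60 µM downward; luminescence read.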
uPA generation – inhibitors of cell surface uPA generation; cell surface uPA generation assay, qHTS; 330,000 compounds, 0.31% hits; Potency, µM (titrated, usually from 38.3 µM), for the others: at the highest dose activity change, negative = inhibition, most hits filed as inhibitors; active means well fitted inhibition curve with a large enough effect; inconclusive means small, poorly fitted or top-dose-only effect; inactive means no such curve, though single readings can be large or run the other way; tested in mouse RAW 264.7 cells; further: on the % scale 0 is the no-effect control and ±100 the full control effect; nearly all actives have a fitted effect of over 55% in size
ELG1 genotox – induces genotoxicity in HEK293T cells with luciferase-tagged ELG1; HEK293T ELG1-luciferase reporter, luminescence, 16 h; Potency, µM (top dose mostly 46 µM), for the others: at the top dose activity change, positive = activation, usual class: activators; 330,000 compounds, 1.3% hits; further: % of control where 0% means no effect; nearly all actives have a fitted effect of over 60% in size
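Genotoxicity was scored as increased ELG1-luciferase reporter signal, measured by ONE-Glo luminescence (30 min, room temperature). Compound or vehicle exposure of the HEK293T reporter cells lasted 16 hr at 37°C.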
Rab9 promoter act – Rab9 promoter activation; Huh7 Rab9 promoter-luciferase reporter, luminescence, 24 h; Potency, µM (titrated, usually from 9.22 µM), without a hit: top-dose activation, negative = inhibition, hits mostly activators; 320,000 compounds, 2.8% hits; AID 485297; further: % of control where 0% means no effect; nearly all actives have a fitted effect of over 60% in size
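Cells were plated at 1500 per well in reduced-serum medium with 10% FBS and left 2 h. Compound in DMSO was then added for 24 h at 37 °C. Reporter signal was read by luminescence after 10 min with luciferase detection reagent.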
BRCA1 expr act – BRCA1 expression activation; MCF7-BRCA1-FFLuc reporter, luminescence, 48 h; response scale: scaled: vehicle 0%, 10 µM genistein 100%; Potency, µM (titrated, usually from 46.1 µM), for the others: at the highest dose activation, hits mostly activators; 380,000 compounds, 1.1% hits; further: nearly all actives have a fitted effect of over 80% in size; some results filed as inactive show a strong effect at the top dose
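Luminescence from a BRCA1-driven firefly luciferase in MCF7 cells was read after 48 h compound exposure at 37 C. Data normalized against DMSO and a 10microM genistein activation control, then curve-fitted across the titration.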
NPC1 promoter act – activates the NPC1 promoter; Huh7 NPC1 promoter luciferase reporter, 24 h; Potency, µM (doses to about 9.22 µM), inactives show top-dose activation, actives largely listed as activators; 320,000 compounds, 2.4% hits;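 further: % of control where 0% means no effect; nearly all actives have a fitted effect of over 60% in size; reporter is driven by a mutant NPC1 promoter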
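Cells: Huh7 expressing luciferase under the NPC1 promoter, 1500/well. Seeded 2 h, compound added, incubated 24 h at 37 °C. Luciferase reagent, 10 min ambient, then luminescence.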
MBNL1-CUG inh – blocks human MBNL1 binding to CUG repeat RNA | Q9NR56 | TR-FRET MBNL1-His/biotin-(CUG)12 binding, 665/545 ratio | Potency, µM (doses to about 57.5 µM), without a hit: at the top dose activity change, negative = inhibition, most hits filed as inhibitors | 280,000 compounds, 0.036% hits | AID 2675; active means well fitted inhibition curve with a large enough effect in the signal ratio, with a control signal flat, not every such curve was filed as active; inconclusive means small, poorly fitted or top-dose-only effect, or effect the other way, or a change in a side signal; inactive means no such curve, though single readings can be large or run the other way; the % refers to the signal ratio; further: on the % scale 0 is the no-effect control and ±100 the full control effect
Target sequence (Q9NR56 whole entry, looked up): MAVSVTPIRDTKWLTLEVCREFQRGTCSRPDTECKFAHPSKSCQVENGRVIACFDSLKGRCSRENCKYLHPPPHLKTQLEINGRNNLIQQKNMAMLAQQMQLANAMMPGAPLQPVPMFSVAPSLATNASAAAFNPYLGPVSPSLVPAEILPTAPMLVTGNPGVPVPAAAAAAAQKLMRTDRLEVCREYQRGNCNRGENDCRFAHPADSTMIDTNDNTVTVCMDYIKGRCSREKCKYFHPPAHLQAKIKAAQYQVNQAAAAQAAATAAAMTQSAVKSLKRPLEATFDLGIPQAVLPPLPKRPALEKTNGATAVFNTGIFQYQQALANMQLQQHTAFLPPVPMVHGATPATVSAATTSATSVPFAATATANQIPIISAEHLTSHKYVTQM
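Inhibition of protein-RNA binding appears as loss of TR-FRET between terbium anti-His antibody on MBNL1-His and streptavidin-XL665 on biotin-(CUG)12. Activity is normalized to buffer-only and uninhibited-complex controls.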
RORgamma inh – ROR gamma (mouse) transcription inhibition; Drosophila S2 Gal4-RORgamma UAS-luciferase reporter, 20 h; Potency, µM (top dose mostly 53.6 µM), for inactives: at the highest dose activity change, negative = inhibition, hits mostly inhibitors; 310,000 compounds, 5.4% hits; further: on the % scale 0 is the no-effect control and ±100 the full control effect; nearly all actives have a fitted effect of over 60% in size
Target sequence (P51450 whole entry, looked up, the tested form may be a part): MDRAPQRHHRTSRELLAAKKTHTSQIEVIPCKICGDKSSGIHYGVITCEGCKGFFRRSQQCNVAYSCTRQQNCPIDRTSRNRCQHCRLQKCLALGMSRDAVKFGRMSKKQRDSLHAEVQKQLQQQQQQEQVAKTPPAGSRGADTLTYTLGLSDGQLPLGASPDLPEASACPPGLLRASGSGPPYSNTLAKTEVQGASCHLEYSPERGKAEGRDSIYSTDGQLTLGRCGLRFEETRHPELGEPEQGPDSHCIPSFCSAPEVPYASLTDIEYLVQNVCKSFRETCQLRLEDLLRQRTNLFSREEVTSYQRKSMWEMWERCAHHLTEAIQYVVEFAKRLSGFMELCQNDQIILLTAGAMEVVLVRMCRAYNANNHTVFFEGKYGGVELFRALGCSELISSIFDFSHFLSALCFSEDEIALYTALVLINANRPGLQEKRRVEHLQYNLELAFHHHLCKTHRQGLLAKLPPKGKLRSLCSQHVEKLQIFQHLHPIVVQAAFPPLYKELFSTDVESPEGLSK
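Using a luciferase readout, inhibitors were identified by reduced reporter activity in Drosophila cells coexpressing a copper-inducible Gal4–ROR gamma fusion and UAS-driven Photinus luciferase, incubated 20 hr after 700 uM copper sulfate.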
Gal4-VP16 FLuc – counter-screen for ROR gamma inhibitors: Gal4-VP16 reporter. AID 2546. Potency, µM (doses to about 53.6 µM), without a hit: top-dose activity, negative = inhibition, most hits filed as inhibitors. Drosophila S2 Gal4-VP16 UAS-luciferase, luminescence, 20 h. 310,000 compounds, 3.5% hits;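 further: Gal4-VP16 expression switched on by copper sulfate through the metallothionein promoter; on the % scale 0 is the no-effect control and ±100 the full control effect; nearly all actives have a fitted effect of over 50% in size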
The depositor's hits bear a star; ? = inconclusive; . = not tested or not shown; & = joins results of further samples; [ ] = remark or other dose. Unless noted, the call rests on the fitted dose curve; in most records, active means well fitted curve in the direction sought with a large enough effect; inconclusive means small, poorly fitted or top-dose-only effect, or another doubt; inactive means no such curve, though single readings can be large; an effect the other way counts as inactive or inconclusive. Potency means the concentration at half of the fitted maximal effect.

SMILES	p53 reactivator	FLuc counter	uPA generation	ELG1 genotox	Rab9 promoter act	BRCA1 expr act	NPC1 promoter act	MBNL1-CUG inh	RORgamma inh	Gal4-VP16 FLuc
CCOC(=O)Nc1cc(OC)c(OC)cc1Cc1nccc2cc(OC)c(OC)cc12	-10%	4%	-6%	14%	1%	-5%	-1%	-26%	-8%	5%
CC(=NNC(=O)c1cccc(S(=O)(=O)N2CCOCC2)c1)c1ccccc1	17%	.	?	?	.	?	.	.	.	.
CCn1cc(C(=O)NN)c(=O)c2cc(F)c(N3CCOCC3)cc21	-2%	-2%	-1%	0%	0%	-15%	-1%	-10%	4%	-5%
O=C(O)c1ccccc1NC(=S)NC(=O)c1sc2ccccc2c1Cl	7%	24µM*	-4%	4%	25%	91%	15%	27%	7%	10%
CC(c1n[nH]c(=S)n1-c1ccc(F)cc1)N1CCCCC1 (stereo not drawn)	1%	4%	2%	0%	13%	14%	-1%	-3%	13µM*	?
CC1(C)CC(NC(=O)c2ccc(Cl)c(Cl)c2)CC(C)(C)N1	.	-1%	-9%	0%	-2%	3%	2%	-6%	.	.
CCCCNC(=S)N/N=C/c1sccc1C	1%	-13%	.	3%	0%	0%	10%	4%	1.1µM*	-30%
C=CCn1c(=O)c2ccccc2n2c(SCC(=O)O)nnc12	-1%	0%	0%	0%	0%	9%	3%	-1%	8%	5%
Cc1cc(C)c(NC(=O)C2CCCCN2C)c(C)c1 (stereo not drawn)	3%	-1%	-10%	0%	7%	-7%	3%	-8%	8%	-2%
Cc1c(C(=O)Nc2c(F)cccc2F)sc2ncnc(N3CCN(c4ccccc4)CC3)c12	-2%	-6%	8%	-7%	-1%	-12%	-6%	29%	4%	-5%
O=C(CCSc1ccccc1)Nc1nccs1	7%	-4%	.	8%	2%	10%	-2%	-2%	1%	15%
Cc1ccc(S(=O)(=O)CC(=O)Nc2ccccn2)cc1	-2%	1%	2%	-2%	4%	12%	-1%	-2%	-14%	3%
CCOc1ccc(-c2nc(C#N)c(N3CCN(CC)CC3)o2)cc1	-12%	-8%	2%	-1%	-14%	-9%	1%	11%	11%	-1%
c1ccc(-n2ncc3c(NCCN4CCCCC4)ncnc32)cc1	?	19µM*	7%	?	?	24%	?	-3%	-4%	-7%
Cc1ccc(-c2cc(C(=O)NCc3ccco3)c3ccccc3n2)o1	0%	12µM*	-2%	-9%	14%	43%	-6%	?	13%	-11%
CN(C)S(=O)(=O)N(CC(=O)Nc1ccccc1C(F)(F)F)c1ccccc1	-1%	4%	.	-4%	3%	.	0%	-1%	18%	-9%
Cc1ccc(Nc2nc(N3CCOCC3)nc(N3CCOCC3)n2)cc1	1%	-3%	1%	1%	-1%	-3%	-2%	-10%	45%	-4%
Cc1ccc[n+](-c2nc([O-])sc2/C=N/Nc2ccc([N+](=O)[O-])cc2)c1	-2%	?	5%	-4%	-4%	8%	-4%	?	-9%	-8%
COCCCNC(=O)CCc1nc2cccnc2n1Cc1ccc(OC)cc1	-8%	3%	-3%	3%	-11%	-17%	-3%	2%	43%	-4%
CN(CC(=O)Nc1ccc(F)cc1)C(=O)CCc1nc2ccccc2c(=O)[nH]1	2%	4%	-1%	1%	-3%	-9%	-3%	.	.	.
COc1ccc(C2C3=C(CC(C)(C)CC3=O)Nc3c2c(=O)n(C)c(=O)n3C)cc1OC (stereo not drawn)	0%	-2%	-3%	7%	1%	-16%	-3%	.	24%	-6%
COc1ccc(C(CCNCc2ccc(N(C)C)cc2)c2ccccc2)cc1 (stereo not drawn)	8%	1%	-4%	-9%	-1%[1.84 µM]	-73%	2%	-3%	-16%	5%
CCN(CC)C(=O)c1ccc(Cn2cc([N+](=O)[O-])cn2)o1	4%	1%	8%	5%	1%	28%	-2%	16%	0%	-13%
Cc1noc(C)c1NC(=O)Nc1ccc2c(c1)C(=O)N([C@H](C)CO)C[C@H](C)[C@@H](CN(C)C(=O)NC(C)C)O2	1%	.	7%	3%	.	0%	.	.	.	.
CC(C)(C)OC(=O)N1CCC(c2cc(=O)n3[nH]c(-c4ccc(Cl)cc4)cc3n2)CC1	-1%	-6%	8%	-12%	6%	-3%	0%	9%	-34%	-1%

Reformatted: results already given.
SMILES | p53 reactivator | FLuc counter | uPA generation | ELG1 genotox | Rab9 promoter act | BRCA1 expr act | NPC1 promoter act | MBNL1-CUG inh | RORgamma inh | Gal4-VP16 FLuc
c1ccc(-n2ncc3c(NCCN4CCCCC4)ncnc32)cc1 | ? | 19µM* | 7% | ? | ? | 24% | ? | -3% | -4% | -7%
Cc1ccc(Nc2nc(N3CCOCC3)nc(N3CCOCC3)n2)cc1 | 1% | -3% | 1% | 1% | -1% | -3% | -2% | -10% | 45% | -4%
Cc1ccc(-c2cc(C(=O)NCc3ccco3)c3ccccc3n2)o1 | 0% | 12µM* | -2% | -9% | 14% | 43% | -6% | ? | 13% | -11%
O=C(CCSc1ccccc1)Nc1nccs1 | 7% | -4% | . | 8% | 2% | 10% | -2% | -2% | 1% | 15%
CCOC(=O)Nc1cc(OC)c(OC)cc1Cc1nccc2cc(OC)c(OC)cc12 | -10% | 4% | -6% | 14% | 1% | -5% | -1% | -26% | -8% | 5%
CN(C)S(=O)(=O)N(CC(=O)Nc1ccccc1C(F)(F)F)c1ccccc1 | -1% | 4% | . | -4% | 3% | . | 0% | -1% | 18% | -9%

Remaining list, next part
SMILES	p53 reactivator	FLuc counter	uPA generation	ELG1 genotox	Rab9 promoter act	BRCA1 expr act	NPC1 promoter act	MBNL1-CUG inh	RORgamma inh	Gal4-VP16 FLuc
C[C@]12c3[nH]c4ccc(Cl)cc4c3CCN1C(=O)[C@@H](CC(=O)NCc1cccc(C(F)(F)F)c1)C[C@@H]2C(=O)N1CCCCC1	-2%	.	?	-8%	.	-74%	.	.	.	.
CC1(C(=O)OCC(=O)Nc2ccc3ccccc3c2)CC1(Cl)Cl (stereo not drawn)	-1%	19µM*	-4%	1%	26%	32%	17%	-2%	5%	2%
COc1ccc(C2=NC(=O)/C(=C\c3cc(OC)c(OC)c(OC)c3)O2)cc1	-10%	8%	2%	2%	-2%	22%	1%	0%	5%	-8%
COCCOC(=O)c1c(NC(=O)CNc2ccc(C)c(F)c2)sc(C(N)=O)c1C	1%	-2%	2%	5%	-7%	-3%	-5%	.	18%	-8%
O=C(Nc1ccc(N2CCOCC2)nc1)c1cccs1	15%	?	-6%	16%	2.5µM*	?	?	9%	-14%	?
O=C(CSc1ccc2ccccc2c1)NCCc1ccc(O)c(O)c1	3%	?	-16%	15%	3%	-6%	-20%	7%	?	1%
Cn1c(=O)c2c(nc(Br)n2Cc2ccc3ccccc3c2)n(C)c1=O	-2%	-2%	.	-6%	-15%	-58%	-7%	6%	-22%	?
O=c1c(-c2ccccc2)c[nH]n1-c1cccc([N+](=O)[O-])c1	13%	15µM*	-2%	18%	?	72%	?	?	24%	-3%
Cc1cc(=O)[nH]c(SCC(=O)Nc2ccnc3ccccc23)n1	-3%	?	0%	-6%	0%	-5%	-3%	3%	-7%	-4%
COc1ccc2c(c1)c(C(=O)N1CCN(C)CC1)c(C)n2-c1ccccc1	-2%	-1%[2.3 µM]	3%	0%	11%	9%	1%	-12%	15%	-21%
COc1ccc(NS(=O)(=O)c2cc(NC(=O)c3ccco3)ccc2N2CCCCC2)cc1	-1%	-2%	-10%	-2%	-1%	-66%	-5%	-6%	?	13µM*
COc1c2ccoc2cc2oc(=O)ccc12	-15%	.	1%	3%	.	50%	.	.	-14%&-13%&-4%	-6%&-9%&2%
O=c1[nH]cc(COCC(F)CCl)c(=O)[nH]1 (stereo not drawn)	1%	-1%	6%	4%	-2%	-3%	1%	-3%	-3%	-9%
CC(C)Oc1ccc(/C=C/C(=O)NCC2COc3ccccc3O2)cc1 (stereo not drawn)	-4%	15µM*	1%	-4%	-5%	-18%	3%	.	30%	-2%
CC(C)N1CCN(c2ccncc2S(=O)(=O)N2CCOCC2)CC1	3%	1%	4%	-2%	-3%	-10%	-3%	-1%	-43%	5%
COc1cccc(/C=N/NC(=O)c2cccs2)c1	13%	5.4µM*	-3%	21µM*	2.8µM*	?	?	3%	-40%	-13%
CCCCN(CC)CCCNC(=O)c1csc2c1CCCCC2	2%	-3%	8%	-9%	-2%	-17%	-2%	1%	-1%	8%
